Screens as filed in PubChem BioAssay.
HP1b chromo inh = HP1-beta chromodomain-methylated histone interaction inhibition; P83916; AlphaScreen HP1-beta / biotin-H3K9me3 peptide binding; Potency, µM (series often up to 114 µM), for inactives: at the highest dose activity change, negative = inhibition, hits mostly inhibitors; hit rate 0.56% among 390,000; AID 540317; further: nearly all actives have a fitted effect of over 70% in size; inactives centre near 23
Target sequence (P83916 whole entry, looked up): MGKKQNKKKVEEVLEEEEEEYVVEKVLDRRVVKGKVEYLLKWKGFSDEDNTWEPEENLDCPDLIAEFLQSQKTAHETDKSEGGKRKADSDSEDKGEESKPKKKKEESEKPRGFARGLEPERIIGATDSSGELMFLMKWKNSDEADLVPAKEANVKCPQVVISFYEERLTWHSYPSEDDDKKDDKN
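HP1-beta protein (50 nM final) preincubated 30 min at room temperature with biotinylated H3(1-18)K9me3 peptide (50 nM) in PBS pH 7.4, 0.01% Tween-20, then compound added for 30 min. AlphaScreen streptavidin donor/nickel chelate acceptor beads (10 ug/mL final), 30 min dark, luminescence read.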
rTrxR1 inhibitor = rat TrxR1 inhibition; hit rate 1% among 390,000; Potency, µM (titrated, usually from 114 µM), inactives show at the highest dose activity change, negative = inhibition, usual class: inhibitors; recombinant rTrxR1, NADPH fluorescence consumption, selenite substrate; O89049; further: on the % scale 0 is the no-effect control and ±100 the full control effect; nearly all actives have a fitted effect of over 65% in size
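Rat TrxR1 (90 nM in the dispensed reagent) was pre-reduced with 400 uM NADPH for 5 min at room temperature, then incubated with compound for 15 min. After 400 uM selenite was added, NADPH fluorescence (Ex 340/Em 450 nm) was followed for 8 min.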
RGS4 inhibitor = human RGS4 inhibition. P49798. Potency, µM (series often up to 114 µM), inactives show at the top dose activity change, negative = inhibition, usual class: inhibitors. hit rate 0.039% among 390,000. Transcreener GDP fluorescence polarization, RGS4-accelerated GTP hydrolysis; further: on the % scale 0 is the no-effect control and ±100 the full control effect; nearly all actives have a fitted effect of over 75% in size; some results filed as inactive show a strong effect at the top dose
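MLSMR compounds (23 nl, pin-transferred) preincubated 10 min at room temperature with a 500nM (2x) first reagent, then RGS4 at 900nM (2x) plus Transcreener GDP mix added; fluorescence polarization (620/688 nm) read before and after 90 min at 30 °C.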
ERG-DNA inh = ERG Ets/DNA interaction inhibition. fluorescence polarization, His-ERG Ets domain / labelled DNA. hit rate 0.028% among 370,000. Potency, µM (top dose mostly 76.9 µM), for the others: at the top dose FP activity, negative = inhibition, most hits filed as inhibitors; active means well fitted inhibition curve with a large enough effect in the polarisation, with a control signal flat; inconclusive means small, poorly fitted or top-dose-only effect, or effect the other way, or a change in a side signal; inactive means no such curve, though single readings can be large or run the other way; the % refers to the polarisation;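 further: polarization taken with two DNA probes labelled with fluorescein and Texas red; % of control where 0% means no effect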
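His-tagged ERG Ets domain (1 uM in the protein solution; 300mM KCl, 50mM Tris-HCl, 1mM EDTA, 1mM DTT, pH 7.5) received compound, then a probe mix of 5 nM fluorescein-DNA and 100nM Texas-615-DNA. Fluorescence polarization was read for both dyes.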
JMJD2A Tudor inh = inhibitors of human JMJD2A Tudor domain; Potency, µM (doses to about 114 µM), for the others: top-dose activity change, negative = inhibition, actives largely listed as inhibitors; AlphaScreen JMJD2A-Tudor / H3K4me3 peptide binding; hit rate 4.4% among 390,000; AID 504339; O75164; further: on the % scale 0 is the no-effect control and ±100 the full control effect; nearly all actives have a fitted effect of over 50% in size
Pin1 inh = blocks the human prolyl isomerase Pin1 | Pin1 FP peptide displacement, HiFluor488, 10 min | Potency, µM (highest dose often 115 µM), for inactives: at the top dose activity, negative = inhibition, most hits filed as inhibitors | hit rate 0.009% among 390,000 | AID 504891; active means well fitted inhibition curve with a large enough effect in the polarisation, with a control signal flat, not every such curve was filed as active; inconclusive means small, poorly fitted or top-dose-only effect, or effect the other way, or a change in a side signal; inactive means no such curve, though single readings can be large or run the other way; the % refers to the polarisation; further: on the % scale 0 is the no-effect control and ±100 the full control effect
Target sequence (Q13526 whole entry, looked up): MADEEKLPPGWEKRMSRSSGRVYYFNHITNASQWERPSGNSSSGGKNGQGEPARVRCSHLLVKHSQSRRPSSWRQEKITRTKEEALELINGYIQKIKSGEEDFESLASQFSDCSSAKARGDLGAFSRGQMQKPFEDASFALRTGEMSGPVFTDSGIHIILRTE
Tb PGK inh = T. brucei PGK inhibition; P07378; PGK/GAPDH coupled, Kinase-Glo luminescence, 60 min; Potency, µM (series often up to 57.5 µM), without a hit: at the top dose activity change, negative = inhibition, hits mostly inhibitors; hit rate 0.043% among 380,000; AID 602233; further: on the % scale 0 is the no-effect control and ±100 the full control effect; nearly all actives have a fitted effect of over 60% in size
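Luminescent ATP detection (Kinase-Glo Plus) follows a 60-minute room-temperature incubation, with wells lacking PGK as controls. Buffer: 100 mM TEA (pH 7.6), 5 mM MgCl2, 0.01% Tween-20. Coupling enzyme GAPDH (100 nM final) supplies unstable 1,3-BPG in-well.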
12-LOX inh = inhibitors of human 12S-lipoxygenase ALOX12; P18054; AID 1671190; hit rate 1.1% among 580,000; Potency, µM (titrated, usually from 108 µM), inactives show at the highest dose activity change, negative = inhibition, hits mostly inhibitors; purified 12hLO, xylenol orange hydroperoxide absorbance; further: on the % scale 0 is the no-effect control and ±100 the full control effect
Target sequence (P18054 whole entry, looked up): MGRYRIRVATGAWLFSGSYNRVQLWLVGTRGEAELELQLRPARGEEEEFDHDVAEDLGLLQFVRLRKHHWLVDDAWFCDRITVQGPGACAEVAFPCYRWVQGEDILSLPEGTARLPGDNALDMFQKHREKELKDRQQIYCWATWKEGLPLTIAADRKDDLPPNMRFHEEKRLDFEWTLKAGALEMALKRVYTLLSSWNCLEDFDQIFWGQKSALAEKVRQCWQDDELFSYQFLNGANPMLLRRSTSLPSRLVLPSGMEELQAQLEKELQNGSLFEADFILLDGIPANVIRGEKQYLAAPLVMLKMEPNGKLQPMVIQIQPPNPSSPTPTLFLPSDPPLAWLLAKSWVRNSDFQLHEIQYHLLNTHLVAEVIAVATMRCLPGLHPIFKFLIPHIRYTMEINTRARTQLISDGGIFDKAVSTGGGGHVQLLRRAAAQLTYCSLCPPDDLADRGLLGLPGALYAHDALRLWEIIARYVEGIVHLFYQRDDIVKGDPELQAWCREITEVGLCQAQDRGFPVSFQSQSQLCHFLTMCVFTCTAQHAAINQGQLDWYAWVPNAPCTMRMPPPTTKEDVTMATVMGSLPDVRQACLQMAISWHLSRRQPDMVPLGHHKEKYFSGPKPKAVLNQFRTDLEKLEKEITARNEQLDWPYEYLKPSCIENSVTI
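Purified human 12hLO (150 nM final) in 25 mM Hepes, 0.01% Triton X-100, pH 7.0 was preincubated 15 min at room temperature with compound. Then 40 uM arachidonic acid was added, 30 min. Hydroperoxide was read by Fe-XO absorbance ratio 573/405 nm.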
GLS inh = inhibitors of human glutaminase (GLS). O94925. hit rate 0.21% among 410,000. GLS enzymatic activity, qHTS titration. Potency, µM (highest dose often 45.5 µM), without a hit: top-dose activity change, negative = inhibition, most hits filed as inhibitors; further: on the % scale 0 is the no-effect control and ±100 the full control effect
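Read-out is an Amplex red fluorescence increase coupled through glutamate oxidase and HRP, measured before and after 30 min room-temperature incubation. hKGA is in 45 mM KH2PO4 (pH 8.2) with 0.02% Tween-20; glutamine added as 1mM solution.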
* marks the source's active call; other numbers are inactive results; i = inactive; ? = inconclusive; nt = not tested or not shown; & = joins results of further samples; [ ] = remark or other dose. Unless noted, the call rests on the fitted dose curve; in most records, active means well fitted curve in the direction sought with a large enough effect; inconclusive means small, poorly fitted or top-dose-only effect, or another doubt; inactive means no such curve, though single readings can be large; an effect the other way counts as inactive or inconclusive. Potency means the concentration at half of the fitted maximal effect. Only part of the results is shown, so the mix of outcomes need not match the whole.

SMILES	HP1b chromo inh	rTrxR1 inhibitor	RGS4 inhibitor	ERG-DNA inh	JMJD2A Tudor inh	Pin1 inh	Tb PGK inh	12-LOX inh	GLS inh
COc1ccc(NC(=O)Cn2nnc(C(=O)NCc3ccc4c(c3)OCO4)c2N)c(OC)c1	11%	14%	-65%[56.9 µM]	-1%	28µM*	-2%	1%	-27%	17%
CCOc1ccc(N(CC)C(=O)COc2cc(=O)n(CC)c3ccccc23)cc1	-16%	3%	-5%[56.9 µM]	4%	-33%[57.1 µM]	3%	5%	-12%	7%
Cc1onc(-c2ccccc2)c1C(=O)Nc1ccc(S(=O)(=O)Nc2nccs2)cc1	35%	23%	8%	11%	-13%	0%	i	17%	0%
CCc1cccc(C)c1NC(=O)c1cnn(-c2ccc(OC)cc2)c1C1CCN(C(=O)OC(C)(C)C)CC1	31%	18%	-10%	0%	-17%	12%	-7%	-31%	0%
O=C(CCCN1C(=O)/C(=C/c2cccs2)SC1=S)NNC(=O)c1ccc(F)cc1	25%	-1%	-8%	4%	-5%	25%	i	1%	5%
CCOc1cccc(C2C=C(c3ccc4c(c3)OCO4)NC(c3ccccc3Cl)N2)c1O (stereo unspecified)	6%[57 µM]	-7%	-5%	nt	4%[57.1 µM]	12%	nt	nt	nt
COc1cccc(-n2c(SCC(=O)NCCc3ccccc3)nnc2-c2ccoc2C)c1	0%	-10%	-7%	-12%	-23%	5%	6%	0%	8%
Cc1ccnc(N2CCC(C(=O)NNC(=O)COc3cccc4ccccc34)CC2)n1	33%	3%	-1%	3%	-13%	-9%	-6%	4%	4%
CC1CN(CC(=O)NC(C)c2ccccc2)CC(C)O1 (stereo unspecified)	34%	-7%	15%	-9%	-15%	4%	7%	2%	-1%
CC(C)Oc1c(N2CCOCC2)c(=O)c1=O	54%[activator]	-13%	-2%	-14%	-2%	0%	5%	20%	-2%
Cc1cc2nccc(-c3ccc(OCCCF)cc3)n2n1	145%[activator]	-4%	11%	7%	75%[activator]	0%	i	6%	-1%
CC(C)C(C(=O)Nc1cccnc1)N1C(=O)c2ccccc2C1=O (stereo unspecified)	10%	12%	47%	1%	-4%	-7%	6%	0%	-6%
Cc1ccc(C(=O)NC2CCN(CC(=O)Nc3ccccc3Cl)CC2)cc1	76%[activator]	17%	-19%[56.9 µM]	6%	-9%	-2%	-6%	-3%	-6%
Cc1cccc(C(=O)NCC(=O)OCC(=O)c2ccc3ccccc3c2)c1	21%[57 µM]	14%[0.0914 µM]	-2%	nt	-16%[57.1 µM]	12%	nt	nt	nt
O=C(/C=C/c1cccc([N+](=O)[O-])c1)NCc1ccc2c(c1)OCO2	7%	-7%	0%	4%	-21%	-2%	-5%	-3%	3%
Clc1cccc(-c2nc3nc4ccccc4nc3n2Cc2ccccc2)c1	42%[activator]	4%	13%	-10%	-7%	-2%	2%	-4%	0%
Fc1ccc(CN2CCC(Cc3ccccc3)CC2)cc1F	-33%	7%	3%	7%	28µM*	6%	5%	?	0%
Clc1ccc(Cn2ncc3c(NCc4ccccc4)ncnc32)cc1	80%[activator]	4%	-31%	-2%	10%	-6%	2%	-19%	-11%
CC1(C)Cc2cccc(OCC(=O)Nc3cccnc3)c2O1	34%	15%	-13%	9%	-5%	-1%	5%	0%	4%
COc1cccc(OC)c1OCC(O)CN1CCN(c2ccccc2F)CC1 (stereo unspecified)	63%[activator]	24%	1%	0%	-2%	2%	-1%	?	6%
COCCN(C(=S)Nc1ccc(OC)c(Cl)c1)C1CCN(C(C)C)CC1	19%	28%[57.1 µM]	-41%	-3%	-14%	-1%	1%	24%	-10%
CSc1ncc(C(=O)O)c(C)n1	37%	14%	8%	1%	-13%	1%	-9%	-17%	-6%
O=C(NCC1OCCc2ccccc21)c1ccc(NC(=O)c2ccc(Cl)cc2Cl)cc1 (stereo unspecified)	18%	13%	-1%	-2%	-17%	-1%	-3%	-12%	7%
O=C(Cc1ccccc1)N1CCC(O)(c2cccnc2)CC1	38%[activator]	0%	-7%[11.4 µM]	0%	-3%[11.4 µM]	-1%	-2%	-7%	-1%
S=C(NCc1ccco1)NCc1ccco1	35µM*	-5%[11.4 µM]	?	2%	56µM*	-3%	-13%	32µM*	-12%

Overlap with the part before: 2 compounds; new compounds follow.
SMILES	HP1b chromo inh	rTrxR1 inhibitor	RGS4 inhibitor	ERG-DNA inh	JMJD2A Tudor inh	Pin1 inh	Tb PGK inh	12-LOX inh	GLS inh
O=C(Cc1ccccc1)N1CCC(O)(c2cccnc2)CC1	38%[activator]	0%	-7%[11.4 µM]	0%	-3%[11.4 µM]	-1%	-2%	-7%	-1%
S=C(NCc1ccco1)NCc1ccco1	35µM*	-5%[11.4 µM]	?	2%	56µM*	-3%	-13%	32µM*	-12%
CCOC(=O)C1CCCN(C(=S)Nc2cc(C)cc(C)c2)C1 (stereo unspecified)	3%	-12%	13%	-8%	2%	-12%	8%	-19%	5%
CCOn1c(=O)c(-c2ccc(OC)c(OC)c2)[n+]([O-])c2ccccc21	12%	-21%	-10%	4%	-6%	-7%	-10%	0%	-15%
O=S(=O)(c1cccc(Br)c1)N1CCN(c2ccnc3cc(Cl)ccc23)CC1	15%	9%	-20%	-7%	-14%	0%	0%	27%	-7%
CCN(CC)S(=O)(=O)c1ccc2c(c1)nc(SC(C)C(=O)NCC1CCCO1)n2CC (stereo unspecified)	6%	20%	-1%	7%	-14%	-8%	-3%	6%	9%
Cc1c2cnn(-c3ccccc3)c(=O)c2c(C)n1CCCC(=O)N1CCN(c2ncccn2)CC1	13%	-3%[57.1 µM]	10%	-5%	-18%	4%	-3%	13%	5%
O=C1CCCN1CC(=O)N1CCCC(Nc2cccc(F)c2)C1 (stereo unspecified)	28%	-6%	-10%	19%	-3%	-3%	-2%	0%	6%
O=C(NCc1ccccc1)c1c[nH]c2ccccc2c1=O	36%	22%	19%	-5%	-10%	-4%	0%	-29%	5%
Cc1ccc2c(c1)N(CC(=O)Nc1nccs1)C(=O)CO2	12%	-3%	24%	9%	-9%	0%	-8%	-9%	1%
Cc1cc(C(=O)Nc2ccccc2[N+](=O)[O-])cs1	-11%	7%	-4%	2%	-24%	1%	-3%	-13%	-4%
Nc1c(N(CCC2=CCCCC2)C(=O)c2ccco2)c(=O)[nH]c(=O)n1Cc1ccccc1	25%	-2%	1%	-7%	-25%	17%	-2%	-17%	3%
CCCCNC(=O)c1ccc(/C=C2\Oc3ccccc3N(C)C2=O)cc1	34%	18%	17%	-6%	1%	-12%	-3%	-2%	6%
c1ccc(COc2cccc(CN3CCc4ccccc4C3)c2)cc1	21%	0%	-25%	-11%	56µM*	-3%	-1%	?	-6%
O=C(Nc1nccs1)c1cccc(S(=O)(=O)N2CCOCC2)c1	27%	5%[57.1 µM]	-13%	-1%	-8%	-3%	13%	?	1%
CC1(C)Cc2nc(-c3ccccc3)nc(SCC(=O)N3CCOCC3)c2CO1	64%[activator]	27%[57.1 µM]	-4%[56.9 µM]	-7%	-3%	3%	i	?	-4%
O=S(=O)(c1ccccc1)N1CCN(c2ncnc3sc(-c4ccccc4)cc23)CC1	33%	46%[activator][57.1 µM]	19%	2%	-10%	0%	-3%	1%	4%
COCc1cc(C)nc(Sc2nc3c(c(=O)n(C)c(=O)n3C)n2C)c1C#N	26%	-3%	-9%	-13%	-10%	?	-7%	-7%	-1%
COC(=O)C(NC(=O)c1ccco1)(Nc1nc(C)cs1)C(F)(F)F (stereo unspecified)	27%	-34%	-23%	2%	-9%	2%	-4%	?	24%
CN(Cc1ccccc1)Cc1nc2c(c(=O)n(C)c(=O)n2C)n1CCc1ccccc1	13%	-5%	12%	nt	-14%	0%	-2%	7%&6%	21%
Cc1ccc2oc(=O)c3cnn(CC(=O)Nc4cccc(C(F)(F)F)c4)c3c2c1	24%	34%	27%	-1%	-12%	0%	-3%	-9%	-1%
COc1ccc(Cl)cc1-c1n[nH]c(=S)n1C	22%	3%[57.1 µM]	?	8%	6.3µM*	-9%	-2%	?	-9%
COC(=O)c1ccc(S(=O)(=O)N2CCCC2)o1	44%[activator]	7%[57.1 µM]	9%	-1%	4%	3%	i	17%	-14%
CC(=O)Nc1ccc(NC(=O)c2ccc3c(c2)CCN3S(=O)(=O)c2ccc(Cl)cc2)cc1	19%	-2%	7%	-13%	-14%	-20%	5%	-15%	-1%
COc1ccc(S(=O)(=O)N2CCC(C(=O)Nc3cccc(C(C)=O)c3)CC2)cc1C	27%	22%	-12%	0%	-12%	4%	-2%	-4%	-4%
COc1ccc(-c2csc(N(Cc3ccccc3)C(=O)COc3ccc(Cl)cc3)n2)cc1	13%	12%	16%	0%	-16%	-6%	5%	1%	-18%
COc1ccc(C(F)(F)F)cc1N/C=C/c1nnnn1-c1ccc(C)cc1	24%	22%	15%	7%	-14%	-1%	0%	?	5%
Cc1ccc(C)c(CN2CCSCC2)c1	-5%	13%[57.1 µM]	-13%	17%	7.1µM*	-6%	2%	?	-3%
COc1ccccc1CNCC(=O)Nc1cc(S(=O)(=O)N2CCOCC2)ccc1Cl	17%	3%	-15%	1%	-22%	-3%	1%	i	4%
CCOc1ccc(N(CC(=O)NCCC2=CCCCC2)S(=O)(=O)c2ccccc2)cc1	0%	21%[57.1 µM]	23%	10%	-21%[57.1 µM]	?	-1%	-2%	0%
